High-throughput results deposited in PubChem by National Center for Advancing Translational Sciences (NCATS).
TSG101-PTAP inh: blocks PTAP/TSG101 interaction to inhibit HIV-1 budding; Q99816; Fluorescence polarization, FITC-PTAP peptide / Tsg101 binding; Potency, µM (series often up to 115 µM), inactives show top-dose activity change, negative = inhibition, most hits filed as inhibitors; 340,000 tested, under 10 active; active = well fitted inhibition curve with a large enough effect in the main read-out, with a control signal flat, not every such curve was filed as active; inconclusive = small, poorly fitted or top-dose-only effect, or effect the other way, or a change in a side signal; inactive = no such curve, though single readings can be large or run the other way; also: potency is read from the fitted curve at half-maximal effect; % of control where 0% means no effect
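Compounds were pin-transferred onto Tsg101 binding domain (10 uM final) in HEPES pH 7.5 buffer, then FITC-PTAP peptide was added at 50 nM final. After 20 min at RT, polarization reported peptide displacement across a qHTS concentration series.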
Mito fusion act: blocks mitochondrial division or promotes mitochondrial fusion; actives 0.23% (n = 320,000); S. cerevisiae fusion-defective mutant growth rescue, CellTiterGlo 48 h; Potency, µM (series often up to 46.1 µM), for the others: at the highest dose growth rescue (activation), hits mostly activators;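 also: potency is read from the fitted curve at half-maximal effect; % of control where 0% means no effect; nearly all actives have a fitted effect of over 45% in size; temperature-sensitive fusion mutants such as fzo1-1 at 37 °C on non-fermentable ethanol glycerol medium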
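Luminescent cell viability in 1536-well qHTS format served as the measure of rescued growth in ts fusion-mutant S. cerevisiae cultured on non-fermentable YPEG for 48 hours at 37C.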
TSHR antag: human thyrotropin receptor antagonism; P16473; TSHR-expressing cells, TSH-stimulated cAMP HTRF, 2 h; stronger effect = lower value; activity change, negative = inhibition, % at 11.5 µM; actives 0.2% (n = 330,000); AID 504810;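 active = activity change below a set negative limit, meaning inhibition stronger than a set level, cut at about -70% in these data; inconclusive = activity change between two set negative limits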; also: % is scaled to controls: 0 for no effect and ±100 for the full control effect
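Antagonism was scored as loss of TSH-driven cAMP in TSHR cells, stimulated with 4nM TSH (EC80) for 2 hours at 37 deg C and detected by homogeneous HTRF competition immunoassay.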
uPA generation: blocks generation of uPA at the cell surface; cell surface uPA generation assay, qHTS; actives 0.31% (n = 330,000); AID 540303; Potency, µM (titrated, usually from 38.3 µM), for inactives: at the highest dose activity change, negative = inhibition, hits mostly inhibitors; active = well fitted inhibition curve with a large enough effect; inconclusive = small, poorly fitted or top-dose-only effect; inactive = no such curve, though single readings can be large or run the other way; tested in mouse RAW 264.7 cells; also: potency is read from the fitted curve at half-maximal effect; % is scaled to controls: 0 for no effect and ±100 for the full control effect; nearly all actives have a fitted effect of over 55% in size
BCR signal inh: chronic active BCR signaling inhibition; actives 0.05% (n = 340,000); Potency, µM (series often up to 46.1 µM), for inactives: top-dose ratio change, negative = lower green/red ratio, usual class: inhibitors; ABC-DLBCL IkBa-CBG/CBR reporter, luminescence ratio, 4 h; active = well fitted inhibition curve with a large enough effect in the signal ratio, with a control signal flat, not every such curve was filed as active; inconclusive = small, poorly fitted or top-dose-only effect, or effect the other way, or a change in a side signal; the % refers to the signal ratio;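 also: potency is read from the fitted curve at half-maximal effect; plate controls were basal doxycycline-induced cells for no effect and cells given 10 µM MG132 for full effect; MG132 reads +100%, hits lower the ratio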
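Doxycycline induced both beetle luciferases in TMD8 lymphoma cells; IKK-driven degradation limits the IkappaBalpha-fused green signal, while red luminescence normalises for cell number and nonspecific effects. Compounds tested up to 46 uM, 4 hrs.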
USP2a inh: inhibitors of human ubiquitin-specific protease USP2a. O75604. USP2 core, Ub-CHOP2 coupled fluorogenic reporter, 485/531. Potency, µM (doses to about 38.3 µM), for the others: at the top dose activity change, negative = inhibition, usual class: inhibitors. actives 0.01% (n = 330,000);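 also: potency is read from the fitted curve at half-maximal effect; plate controls were DMSO wells for no effect and full inhibition by NEM control for full effect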
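Deubiquitinase activity read as fluorescence (485/531 nm) after Ub-CHOP2 cleavage activates the enterokinase reporter on its substrate; USP2 core 10nM, Ub-CHOP2 and substrate 25nM each, 30min compound preincubation then 60min RT; data normalized to NEM, curves fitted.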
B2AR arrestin: recruits beta-arrestin to the human beta2-adrenergic receptor; actives 0.02% (n = 330,000); AID 492947; beta-arrestin recruitment to beta2AR, cell-based reporter; Potency, µM (top dose mostly 46.1 µM), without a hit: at the highest dose activation, usual class: activators; P07550;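 also: potency is read from the fitted curve at half-maximal effect; 0% = DMSO controls and full agonism = EC100 isoproterenol or metaproterenol; nearly all actives have a fitted effect of over 65% in size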
Eya2 phos inh: inhibitors of human Eya2 phosphatase activity; AID 488837; Potency, µM (top dose mostly 76.9 µM), inactives show top-dose activity, negative = inhibition, most hits filed as inhibitors; recombinant Eya2, OMFP fluorescence dephosphorylation (OMFP is methylfluorescein phosphate); actives 0.006% (n = 330,000); also: potency is read from the fitted curve at half-maximal effect; % is scaled to controls: 0 for no effect and ±100 for the full control effect
Target sequence (O00167 whole entry, looked up): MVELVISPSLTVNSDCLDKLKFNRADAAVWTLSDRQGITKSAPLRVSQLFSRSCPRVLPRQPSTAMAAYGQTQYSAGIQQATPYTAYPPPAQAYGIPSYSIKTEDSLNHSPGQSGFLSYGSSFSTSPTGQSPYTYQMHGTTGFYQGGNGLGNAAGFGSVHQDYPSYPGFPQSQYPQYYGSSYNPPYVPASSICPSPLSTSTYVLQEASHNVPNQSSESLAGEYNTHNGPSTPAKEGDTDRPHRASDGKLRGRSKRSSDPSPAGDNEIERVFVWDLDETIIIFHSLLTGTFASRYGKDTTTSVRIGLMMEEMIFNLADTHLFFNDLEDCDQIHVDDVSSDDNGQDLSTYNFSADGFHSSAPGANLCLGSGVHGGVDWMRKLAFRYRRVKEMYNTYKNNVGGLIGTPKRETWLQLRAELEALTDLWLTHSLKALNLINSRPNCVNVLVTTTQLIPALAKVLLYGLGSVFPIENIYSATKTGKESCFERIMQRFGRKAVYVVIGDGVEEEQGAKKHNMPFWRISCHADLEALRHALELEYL
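Eya2 protein (added as 0.2 uM solution) was preincubated with compound for 10 min at ambient temperature in 50 mM HEPES pH 7.5, 50 mM NaCl, 5 uM MgCl2, 0.05% BSA, 1 mM DTT. OMFP (added at 50 uM) then reacted 10 min; fluorescence read at 485/525 nm.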
TCR act: activates T cell receptor signaling. primary human leukocytes, anti-CD3, IL-2 HTRF, 48 h. Potency, µM (top dose mostly 9.22 µM), for the others: at the highest dose activation of IL-2 secretion, usual class: activators. 330,000 tested, under 10 active; also: % of control where 0% means no effect
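IL-2 release read by HTRF sandwich (Eu cryptate donor, d2 acceptor, 665 nm emission) after 48 hr exposure of primary human leukocytes to compound together with anti-CD3 beads in the absence of co-stimulatory signals.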
ELG1 repair inh: ELG1-dependent DNA repair inhibition | HEK293T ELG1-luciferase reporter, luminescence, 16 h; DNA damage induced by 5-fluorouridine | Potency, µM (series often up to 46.1 µM), for the others: top-dose activity change, negative = inhibition, most hits filed as inhibitors | actives 2.3% (n = 330,000); also: potency is read from the fitted curve at half-maximal effect; % is scaled to controls: 0 for no effect and ±100 for the full control effect; nearly all actives have a fitted effect of over 55% in size
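Quantitative HTS, concentration-response format. 2,000 cells/well co-treated with 5-fluorouridine and compound, 16 hr in 5% CO2 at 37 °C; ONE-Glo luminescence read after 30 min.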
Tb PFK block: T. brucei PFK enzyme inhibition | T. brucei PFK, ADP-Glo luminescence | Potency, µM (highest dose often 57.5 µM), inactives show top-dose activity, negative = inhibition, actives largely listed as inhibitors | actives 0.17% (n = 330,000);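 also: potency is read from the fitted curve at half-maximal effect; 0% = uninhibited 1x PFK enzyme wells and -100% = no-enzyme wells; nearly all actives have a fitted effect of over 60% in size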
Target sequence (O15648 whole entry, looked up): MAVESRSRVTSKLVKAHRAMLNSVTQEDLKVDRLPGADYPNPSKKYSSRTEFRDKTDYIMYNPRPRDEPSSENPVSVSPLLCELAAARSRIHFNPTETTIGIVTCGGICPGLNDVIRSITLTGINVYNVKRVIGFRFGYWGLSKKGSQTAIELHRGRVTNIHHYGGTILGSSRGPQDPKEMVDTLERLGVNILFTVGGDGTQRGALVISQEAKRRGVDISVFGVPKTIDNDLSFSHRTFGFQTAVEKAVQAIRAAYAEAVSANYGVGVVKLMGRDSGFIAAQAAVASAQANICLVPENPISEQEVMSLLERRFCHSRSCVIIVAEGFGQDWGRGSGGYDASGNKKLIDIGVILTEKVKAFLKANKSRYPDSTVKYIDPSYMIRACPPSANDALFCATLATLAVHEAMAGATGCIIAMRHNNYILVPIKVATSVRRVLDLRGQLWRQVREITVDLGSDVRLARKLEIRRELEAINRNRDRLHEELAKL
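1.25 nM PFK with 0.5 mM F6P and 0.1 mM ATP in 0.1 M TEA pH 8.0, 5 mM MgCl2, incubated 45 min at room temperature; ADP measured by ADP-Glo luminescence; compounds titrated up to 57 uM.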
The depositor's hits bear a star; ? = inconclusive; · = not tested or not shown; & = joins results of further samples; [ ] = remark or other dose. Unless noted, calls follow the shape of the dose curve; as a rule, active = well fitted curve in the direction sought with a large enough effect; inconclusive = small, poorly fitted or top-dose-only effect, or another doubt; inactive = no such curve, though single readings can be large; an effect the other way counts as inactive or inconclusive. A portion of the library; count on the stated rates, not on these rows.

SMILES	TSG101-PTAP inh	Mito fusion act	TSHR antag	uPA generation	BCR signal inh	USP2a inh	B2AR arrestin	Eya2 phos inh	TCR act	ELG1 repair inh	Tb PFK block
CC(C)COP(=O)(OCC(C)C)C(O)c1cccnc1 (stereo unspecified)	-5%	-1%	1	3%	1%	2%	0.0%	7%	-4%[46.1 µM]	1%	0%
COc1ccc(-n2c(O)c(C=NCCCn3ccnc3)c(=O)[nH]c2=O)cc1	-1%	-2%	9	1%	-12%	2%	-0.9%	24%	-4%	5%	-5%
CC(N)C(=O)OC(C)(C)Cc1ccc(Cl)cc1 (stereo unspecified)	0%	?	-4&8	-13%	-10%	1%	-0.2%	-7%&0%	11%	13%	1%
Cc1cc(OCC(=O)N2CCC(C(=O)O)(c3ccccc3)CC2)c2c(C)cc(=O)oc2c1	-15%	3%	-7	-8%	-2%	-1%	0.2%	-13%	-1%	-5%	3%
COc1ccc(-n2c(O)c(C=Nc3c(C)n(C)n(-c4ccccc4)c3=O)c(=O)[nH]c2=O)cc1	-4%	1%	5	-4%	1%	-2%	7.2%	-8%	1%	5%	0%
OCCN1CCN(c2nc(-c3ccccc3)c3cc(Br)ccc3n2)CC1	-5%	-34%[inhibitor]	13	-3%	?	-9%	-0.4%	9%	1%	?	0%
O=C1CC(=O)N(c2ccc3c(c2)OCO3)C(=O)N1	0%	-4%	15	3%	5%	-3%	-0.2%	14%	2%	-17%	18%
COc1ccc(NC(=O)Nc2ccccc2C(N)=O)cc1	0%	0%	2	-6%	?	1%	-0.8%	1%	5%	5%	-13%
O=C(Nc1cccc(Cl)c1)OC1CN2CCC1CC2 (stereo unspecified)	0%	3%	-8	?	?	0%	0.5%	10%	-7%	?	-1%
CC(C)=CCc1c(O)cc2c(c1O)C(=O)CC(c1ccc(O)cc1)O2 (stereo unspecified)	-3%	-1%	14	-8%	?	-3%	-0.3%	0%	6%	15%	-3%
Cc1ccc(-n2c(CNCc3ccc(F)cc3)nc3ccccc3c2=O)cc1	-1%	0%	-12	1%	?	-4%	-0.4%	-13%	8%	?	5%
COC(=O)c1cn(CCOc2ccccc2)c2ccccc12	-5%	28%	-6	-15%	1%	-1%	0.1%	7%	6%	?	-6%
COC(=O)[C@@H](Cc1ccccc1)N(Cc1ccccc1)S(=O)(=O)N(Cc1ccccc1)[C@H](Cc1ccccc1)C(=O)OC	-5%	·	24	4%	-1%	-2%	0.0%	-3%	-2%	?	2%
OC(Cc1ccccc1)(c1ccccc1)C1CN2CCC1CC2 (stereo unspecified)	-4%	-10%	1	-10%	?	2%	0.0%	22%	-1%	0%	6%
CCOc1cc(C2NCc3ccccc3-n3cccc32)ccc1OC (stereo unspecified)	-2%	-29%	3	-9%	-3%	2%	-0.2%	8%	-13%	4%	7%
O=c1[nH]c(=S)n(-c2cccc(Cl)c2)c(O)c1/C=N/N1CCOCC1	-3%	-1%	-4	17%	?	8%	-1.0%	1%	-9%	-5%	-2%
Cc1c(CC(=O)N2C[C@H]3C[C@@H](C2)c2cccc(=O)n2C3)c(=O)oc2cc(O)c(Cl)cc12	-2%	-3%	7	9%	-5%	2%	0.1%	?	-7%	14%	-15%
CCC(C)NC(=O)CCC(=O)OC1O[C@H]2OC3(C)CC[C@H]4[C@H](C)CCC(C1C)C24OO3 (stereo partly specified)	-4%	21%	-18	?	?	-2%	-0.9%	-26%	1%	?	0%
CC(C)NC(C)C(=O)c1ccc2ccccc2c1 (stereo unspecified)	1%	-7%	15	5%	21%	3%	-0.6%	0%	1%	0%	-5%
c1ccc(CN2CCC(Nc3nc(-c4cccs4)nc4ccccc34)CC2)cc1	-1%	?	-10	?	?	-13%	-0.1%	-17%	-4%	?	2%
O=c1c2ccccc2nc(-c2ccccc2F)n1-c1ccccc1	-3%	0%	1	4%	-1%	-3%	4.1%	-5%	8%	-8%	0%
O=C(CCc1nc(-c2ccccc2F)no1)N1CCC2(CC1)OCCO2	1%	4%	-7	6%	0%	5%	-4.5%	11%	-3%	7%	0%
Cc1nn(Cc2ccccc2)c(Cl)c1C(=O)Nc1ccc(OC(F)(F)F)cc1	-6%	-24%	-10	5%	?	3%	-0.4%	-4%	-5%[46.1 µM]	-14%	0%
NC(Cc1ccccc1)c1nc(-c2ccccc2)no1 (stereo unspecified)	0%	-4%	-6	-2%	?	0%	-0.5%	-15%	0%	?	1%
O=C(C(Cc1ccccc1)NS(=O)(=O)c1cccc2nsnc12)N1CCC2(CC1)OCCO2 (stereo unspecified)	0%	-1%	-4	-2%	-9%	1%	-0.3%	4%	5%	-3%	-2%
CCCNC(=O)N1[C@H]2CC[C@@H]1C(C(=O)OC)=C(c1cccc(Cl)c1)C2	-4%	-3%	3	14%	-4%	1%	0.9%	5%	-8%	-1%	-11%
Cc1nc2ccccc2c(=O)n1-c1ccccn1	-5%	3%	9	2%	-1%	2%	-0.7%	1%	9%	11%	-2%
CCN(CC)C(=O)c1ccc(NC(=O)COC(=O)c2ccc(Cl)s2)cc1	-1%	-3%	-38	-20%	0%	-1%	-0.2%	-10%	·	9%	0%
CCOc1ccc(Cn2c(=O)oc3ccc(C)cc32)cc1OC	0%	6%	-8	1%	0%	-2%	-1.1%	4%	2%	?	-4%
c1ccc2sc(NC3=NCCN3)nc2c1	-1%	3.2µM*	1	-2%	1%	-4%	0.3%	-2%	-1%[46.1 µM]	?	-7%

3 consecutive compounds out of the list so far:
SMILES	TSG101-PTAP inh	Mito fusion act	TSHR antag	uPA generation	BCR signal inh	USP2a inh	B2AR arrestin	Eya2 phos inh	TCR act	ELG1 repair inh	Tb PFK block
CCN(CC)C(=O)c1ccc(NC(=O)COC(=O)c2ccc(Cl)s2)cc1	-1%	-3%	-38	-20%	0%	-1%	-0.2%	-10%	·	9%	0%
CCOc1ccc(Cn2c(=O)oc3ccc(C)cc32)cc1OC	0%	6%	-8	1%	0%	-2%	-1.1%	4%	2%	?	-4%
c1ccc2sc(NC3=NCCN3)nc2c1	-1%	3.2µM*	1	-2%	1%	-4%	0.3%	-2%	-1%[46.1 µM]	?	-7%

Going on with the list:
SMILES	TSG101-PTAP inh	Mito fusion act	TSHR antag	uPA generation	BCR signal inh	USP2a inh	B2AR arrestin	Eya2 phos inh	TCR act	ELG1 repair inh	Tb PFK block
COc1ccc2c(c1)c(C(=O)O)c(C)n2CC(C)C	-1%	-2%	-5	8%	?	-1%	0.0%	3%	-4%	1%	0%
O=C1NC(=O)C2=Cc3ccc(O)cc3OC2(O)N1 (stereo unspecified)	·	3%	0	·	?	?	-0.2%	10%	·	0%	5%
CCCCCn1c(=O)c(C(=O)Nc2cnccn2)c(O)c2ccccc21	1%	-1%	8	-5%	1%	3%	0.2%	10%	-2%	?	0%
O=C(NC(=C(Cl)Cl)P(=O)(c1ccccc1)c1ccccc1)c1ccccc1	1%	-5%	7	3%	5%	1%	-0.2%	8%	-9%[46.1 µM]	-2%	1%
CNC(C(=O)c1ccccc1)C(OC(C)C)c1ccc(Cl)cc1 (stereo unspecified)	-1%	-4%	25	·	1%	-1%	-0.3%	-8%	-8%	6%	2%
C=CCOC(=O)C1=C[C@H](c2ccccc2)[C@@H](CCCO)[C@H](OCC)O1	0%	1%	5	11%	-1%	0%	-0.2%	2%	0%	-2%	-5%
O=C(Cc1cccs1)NCCSc1c(-c2ccc(Cl)cc2)[nH]c2ccccc12	-12%	?	-24	?	?	-1%	-2.1%	3%	-3%	?	0%
C=CCN1C(=O)NC(=O)/C(=C/c2cc3c4c(c2)CCCN4CCC3)C1=O	-3%	-6%	-2	2%	4%	4%	-1.2%	-1%	3%[46.1 µM]	-12%	?
CC12CC[C@H]3[C@@H](CCC4(O)C[C@H](O)CCC34/C=N/NC(=O)Cc3ccccc3)C1(O)CCC2C1=CC(=O)OC1 (stereo partly specified)	0%	1%[9.22 µM]	-9	-1%	6%	-8%	-0.6%	-10%	-2%	-6%	-1%
